# ELG1 repair inh: inhibitors of ELG1-dependent DNA repair in HEK293T cells; HEK293T ELG1-luciferase reporter, luminescence, 16 h; DNA damage induced by 5-fluorouridine; Potency, µM (top dose mostly 46.1 µM), for the others: at the highest dose activity change, negative = inhibition, usual class: inhibitors; 330,000 tested, 2.3% active; note: potency is the fitted concentration of half-maximal effect; % is set by controls: 0 for no effect and ±100 for the full control effect; nearly all actives have a fitted effect of over 55% in size
#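 Step one: seed 2,000 cells per well. Step two: pin-transfer compound or DMSO alongside 5-fluorouridine. Step three: incubate 16 hr, 37 °C, 5% CO2. Step four: add ONE-Glo, wait 30 min, read luminescence.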
# TCR act: activates T cell receptor signaling. AID 504894. 330,000 tested, under 10 active. Potency, µM (doses to about 9.22 µM), for the others: at the top dose activation of IL-2 secretion, most hits filed as activators. primary human leukocytes, anti-CD3, IL-2 HTRF, 48 h; note: % of control where 0% means no effect
#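 TCR engagement came from a-CD3 beads alone, with compounds added to primary human leukocytes for 48 hr. Secreted IL-2 bridged europium cryptate- and d2-labelled anti-IL-2 antibodies, giving FRET emission at 665nm after 320nm excitation.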
# Integrin act MD: activates integrin-mediated alleviation for muscular dystrophy. Potency, µM (titrated, usually from 38.3 µM), for the others: top-dose activation, actives largely listed as activators. alpha7betagal myoblasts, beta-gal FDG fluorescence, 48 h. 350,000 tested, 0.064% active;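 note: potency is the fitted concentration of half-maximal effect; 100% = response of the positive control SU9516; nearly all actives have a fitted effect of over 60% in size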
#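 Alpha7betagal+/- myoblasts (passage 13) were plated 16-24 hr, then exposed to compounds (1:260 dilution of DMSO stock) for 48 hours at 37C. After MPER lysis, β-galactosidase reporter activity was read as FDG fluorescence (ex 480/em 540) after 30 minutes.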
# Eya2 inh: inhibitors of human Eya2 phosphatase activity | recombinant Eya2, OMFP fluorescence dephosphorylation (OMFP is methylfluorescein phosphate) | Potency, µM (top dose mostly 76.9 µM), for inactives: at the top dose activity, negative = inhibition, most hits filed as inhibitors | 330,000 tested, 0.006% active; note: potency is the fitted concentration of half-maximal effect; % is set by controls: 0 for no effect and ±100 for the full control effect
# Target sequence (O00167 whole entry, looked up): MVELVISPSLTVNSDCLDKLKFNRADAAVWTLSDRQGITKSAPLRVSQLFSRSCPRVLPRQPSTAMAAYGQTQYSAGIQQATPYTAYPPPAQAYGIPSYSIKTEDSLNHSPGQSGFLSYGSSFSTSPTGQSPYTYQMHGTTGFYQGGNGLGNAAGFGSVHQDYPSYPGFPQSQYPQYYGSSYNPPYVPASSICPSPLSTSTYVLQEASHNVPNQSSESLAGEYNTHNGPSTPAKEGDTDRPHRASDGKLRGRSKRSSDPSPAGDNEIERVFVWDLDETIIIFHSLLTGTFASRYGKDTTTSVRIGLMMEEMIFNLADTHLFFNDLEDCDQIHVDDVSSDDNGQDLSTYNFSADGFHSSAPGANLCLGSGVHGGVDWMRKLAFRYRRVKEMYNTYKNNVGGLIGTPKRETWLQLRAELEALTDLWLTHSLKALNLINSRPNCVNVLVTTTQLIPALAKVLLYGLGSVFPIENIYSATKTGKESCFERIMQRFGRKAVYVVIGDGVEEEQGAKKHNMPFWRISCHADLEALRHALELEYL
#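 Eya2 (0.2 uM) preincubated 10 min at ambient with compound, then OMFP substrate added at 50 uM; 10 min reaction in 50 mM HEPES pH 7.5, 50 mM NaCl, 5 uM MgCl2, 0.05% BSA, 1 mM DTT. Fluorescence read at Ex 485/Em 525 nm.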
# TSG101-PTAP inh: blocks PTAP/TSG101 interaction to inhibit HIV-1 budding; 340,000 tested, under 10 active; Fluorescence polarization, FITC-PTAP peptide / Tsg101 binding; Q99816; Potency, µM (series often up to 115 µM), for inactives: at the top dose activity change, negative = inhibition, actives largely listed as inhibitors; AID 493005; active = well fitted inhibition curve with a large enough effect in the main read-out, with a control signal flat, not every such curve was filed as active; inconclusive = small, poorly fitted or top-dose-only effect, or effect the other way, or a change in a side signal; inactive = no such curve, though single readings can be large or run the other way; note: potency is the fitted concentration of half-maximal effect; % of control where 0% means no effect
# Target sequence (Q99816 whole entry, looked up): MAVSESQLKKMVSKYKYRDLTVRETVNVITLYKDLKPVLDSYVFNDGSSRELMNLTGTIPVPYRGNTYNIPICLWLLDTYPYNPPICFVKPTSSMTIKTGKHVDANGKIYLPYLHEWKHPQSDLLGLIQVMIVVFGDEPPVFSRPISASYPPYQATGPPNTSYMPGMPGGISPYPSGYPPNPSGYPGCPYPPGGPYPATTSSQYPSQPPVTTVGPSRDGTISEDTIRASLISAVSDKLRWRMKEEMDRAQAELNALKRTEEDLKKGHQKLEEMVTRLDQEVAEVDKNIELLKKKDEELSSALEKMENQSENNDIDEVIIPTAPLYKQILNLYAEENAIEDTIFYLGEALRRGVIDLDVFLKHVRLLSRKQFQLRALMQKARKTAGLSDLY
#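 Tsg101 binding domain (10 uM final) was mixed with compound and a FITC-labeled PTAP peptide (50 nM final) in HEPES pH 7.5 buffer with NaCl, Tween 20, EDTA and TCEP; fluorescence polarization was read after 20 min at r.t.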
# Tb PFK inh: blocks T. brucei phosphofructokinase | O15648 | T. brucei PFK, ADP-Glo luminescence | Potency, µM (doses to about 57.5 µM), for inactives: at the top dose activity, negative = inhibition, most hits filed as inhibitors | 330,000 tested, 0.17% active | AID 485367;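 note: potency is the fitted concentration of half-maximal effect; 0% = uninhibited 1x PFK enzyme wells and -100% = no-enzyme wells; nearly all actives have a fitted effect of over 60% in size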
#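 Compounds were pin-transferred as a titration series up to 57 uM into substrate buffer (0.5 mM F6P, 0.1 mM ATP, pH 8.0), then 1.25 nM PFK was added and reactions ran 45 min before ADP-Glo detection.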
# TSHR antag: antagonists of human thyroid stimulating hormone receptor; TSHR-expressing cells, TSH-stimulated cAMP HTRF, 2 h; stronger effect = lower value; activity change, negative = inhibition, % at 11.5 µM; 330,000 tested, 0.2% active;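 active = activity change below a set negative limit, meaning inhibition stronger than a set level, cut at about -70% in these data; inconclusive = activity change between two set negative limits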; note: % is set by controls: 0 for no effect and ±100 for the full control effect
#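 TSHR-expressing cells, 200/well, pre-treated with compound, then stimulated with EC80 TSH (4nM final) for 2 hours at 37 deg C. cAMP measured by competitive HTRF: anti-cAMP cryptate antibody in lysis buffer plus cAMP-d2, read after 30 minutes at room temperature.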
# Mito fusion act: blocks mitochondrial division or promotes mitochondrial fusion; S. cerevisiae fusion-defective mutant growth rescue, CellTiterGlo 48 h; Potency, µM (highest dose often 46.1 µM), inactives show at the highest dose growth rescue (activation), usual class: activators; 320,000 tested, 0.23% active; AID 485298;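 note: potency is the fitted concentration of half-maximal effect; % of control where 0% means no effect; nearly all actives have a fitted effect of over 45% in size; temperature-sensitive fusion mutants such as fzo1-1 at 37 °C on non-fermentable ethanol glycerol medium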
#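 Compounds are tested for their ability to restore growth of mitochondrial fusion-defective yeast strains at non-permissive 37C in YPEG medium over 48 hours. Viability is quantified by luciferase luminescence.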
# BCR signal inh: blocks chronic active B-cell receptor signaling; ABC-DLBCL IkBa-CBG/CBR reporter, luminescence ratio, 4 h; Potency, µM (series often up to 46.1 µM), for the others: at the top dose ratio change, negative = lower green/red ratio, actives largely listed as inhibitors; 340,000 tested, 0.05% active; active = well fitted inhibition curve with a large enough effect in the signal ratio, with a control signal flat, not every such curve was filed as active; inconclusive = small, poorly fitted or top-dose-only effect, or effect the other way, or a change in a side signal; the % refers to the signal ratio;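 note: potency is the fitted concentration of half-maximal effect; plate controls were basal doxycycline-induced cells for no effect and cells given 10 µM MG132 for full effect; MG132 reads +100%, hits lower the ratio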
#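 TMD8 ABC-DLBCL cells carrying doxycycline-inducible green luciferase fused to IkappaBalpha plus unfused red luciferase were exposed to compounds (up to 46 uM) for 4 hrs at 37C. Activity came from the overlap-corrected green/red luminescence ratio.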
# S-ASM inh: inhibitors of human secretory acid sphingomyelinase; P17405; placental ASM, HMU-PC fluorogenic substrate, 60 min; Potency, µM (series often up to 57.5 µM), for the others: top-dose activity change, negative = inhibition, actives largely listed as inhibitors; 340,000 tested, 0.006% active; AID 504937; note: potency is the fitted concentration of half-maximal effect
#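 HMU-PC0 cleavage (9 uM final) by human placental ASM, 60 min at 37 °C following 10 min compound exposure at RT; stopped at pH 10, fluorescence Ex 386/Em 447 nm.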
# A-T KAP1 phos: candidate therapy for ataxia-telangiectasia | […] A-T fibroblasts, KAP-1 phosphorylation AlphaLISA; neocarzinostatin DNA damage 30 min before lysis | Potency, µM (titrated, usually from 57.5 µM), for inactives: at the top dose activation, most hits filed as activators | 320,000 tested, 0.19% active | AID 485349; note: potency is the fitted concentration of half-maximal effect; % of control where 0% means no effect; nearly all actives have a fitted effect of over 45% in size
#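 ATM-like activity read as KAP-1 phosphorylation via AlphaLISA donor/acceptor antibody pairs after lysis and 6 hr at 25C. Cells were ATM-null patient fibroblasts ([…], hTERT), dosed 60 min, then exposed to the DSB inducer NCS for 30 min.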
# An asterisk follows results filed as active; ? = inconclusive; / = no result given; & = joins results of further samples; ! = a repeat was not active; [ ] = dose if it differs, or a comment. Unless noted, calls come from the whole dose curve; as a rule, active = well fitted curve in the direction sought with a large enough effect; inconclusive = small, poorly fitted or top-dose-only effect, or another doubt; inactive = no such curve, though single readings can be large; an effect the other way counts as inactive or inconclusive.
SMILES,ELG1 repair inh,TCR act,Integrin act MD,Eya2 inh,TSG101-PTAP inh,Tb PFK inh,TSHR antag,Mito fusion act,BCR signal inh,S-ASM inh,A-T KAP1 phos
Cc1cccnc1NC(=O)C1CC(=O)N(c2ccc3c(c2)OCCO3)C1 (configuration not stated),15%,4%,-8%,12%,1%,0%,9,-1%,4%,3%,7%
COc1ccc(S(=O)(=O)NCc2csc(C)n2)cc1OC,-5%,4%,4%,6%,-4%,1%,7,-1%,3%,0%,-9%
O=C1O[C@H]([C@@H](O)CO)C(O)=C1O,12%,1%,/,18%,1%,-11%,/,9%,2%,-16%,-7%
COc1ccc(C(=O)C(OC(=O)c2ccc(C)c(NC(C)=O)c2)c2ccccc2)cc1 (configuration not stated),13%,-2%,-5%,20%,-4%,-2%,1,3%,-10%,-20%,1%
Cn1nc(C(F)(F)F)c(/C=N/OC(=O)c2ccccc2)c1SCc1ccc(Cl)cc1,?,-6%,15%,6%,-3%,0%,23,4%,2%,-5%,-4%
CCSc1nnc(-c2ccccc2NC(C)=O)c(=O)[nH]1,-14%,0%,5%,-16%,-5%,1%,-7,-1%,-4%,3%,0%
O=C(O)c1ccccc1Nc1ccccc1,9%,-5%,/,15%&2%,-9%,0%,-9&-3,23µM*!,11%,-2%,2%
O=C(Oc1coc(CSc2ncccn2)cc1=O)c1ccccc1[N+](=O)[O-],-12%,-7%,11%,-9%,-1%,-7%,18,6%,-9%,2%,-3%
O=C(Cn1ccc([N+](=O)[O-])n1)NCc1cccnc1,6%,-3%,13%,4%,-1%,-1%,16,22%,4%,-4%,-3%
Clc1ccc(Nc2ncnc3c2nnn3Cc2ccccc2)cc1,-5%,7%,2%,-12%,0%,-4%,-3,-6%,2%,-1%,8%
Cc1ccc(S(=O)(=O)N2CCCC2)cc1C(=O)N1CCC(C)CC1,0%,4%,0%,-13%,-1%,-1%,-4,-1%,1%,-1%,3%
S=C(NCCCc1ccccc1)Nc1ccc(Cl)cc1,-5%,-1%[46.1 µM],-33%,-11%,-1%,7%,-9,-7%,?,-1%,7%
O=C(Nc1ccccc1F)N(Cc1ccc(F)cc1)Cc1nc2ccccc2c(=O)[nH]1,?,1%,7%,5%,0%,1%,21,2%,-15%,2%,14%
CCc1ccccc1NC(=S)NC1CC2CCCC(C1)N2Cc1cccs1 (configuration not stated),-2%,-1%,-38%,0%,-1%,-3%,4,-7%,0%,5%,0%
COC(=O)C1=C(C)N(C)C(=O)/C1=C\c1ccco1,-3%,6%,-31%[inhibitor],-1%,-1%,2%,6,0%,?,-17%,-4%
COc1ccccc1NC(=O)c1ccccc1NS(=O)(=O)N1CCCC1,7%,8%,14%,6%,-6%,-7%,-17,8%,-5%,0%,1%
Cc1ccc(C(=O)NCCOc2ccc(Cl)cc2)cc1,?,8%,-20%,7%,-4%,-4%,-11,-13%,14%,-2%,-5%
O=C(Oc1ccccc1/C=C\C(=O)c1cc2ccccc2o1)c1ccccc1,?,-9%[46.1 µM],-55%[inhibitor],-3%,0%,0%,5,6%,-7%,-9%,-2%
Cc1ccc(-n2c(-c3ccco3)nc3c(cnn3-c3ccccc3C)c2=O)cc1,?,-4%,5%,4%,-6%,4%,-2,2%,13%,-1%,0%
Cc1nc(-c2ccc(C(=O)NCCO)cc2)cs1,?,4%,8%,-11%,5%,0%,-6,-21%,1%,4%,0%
CC(=O)Nc1ccc(/C=N/Nc2nc3ccccc3s2)cc1,?,-9%,15%,-9%,-4%,-1%,-5,3%,?,25%,10%
Cc1cc(=S)[nH]c(=S)[nH]1,9%,2%,?,3%,-6%,-3%,2,4%,13%,1%,5%
COc1cc2ccccc2cc1C(=O)Nc1cccnc1,?,-2%,?,-2%,-6%,-4%,-1,3%,?,0%,4%
COc1cc(NC(=O)C2=C(N3CCOCC3)/C(=C\c3ccc(N(C)C)cc3)CCC2)cc(OC)c1OC,?,1%[46.1 µM],-24%,-5%,-1%,0%,-6,0%,-11%,28%,1%
Cc1cccc(-n2c(-c3ccoc3C)n[nH]c2=S)c1,10%,-17%[46.1 µM],2%,1%,-2%,-12%,-15,-5%,-13%,2%,-3%

# Additional entries
SMILES,ELG1 repair inh,TCR act,Integrin act MD,Eya2 inh,TSG101-PTAP inh,Tb PFK inh,TSHR antag,Mito fusion act,BCR signal inh,S-ASM inh,A-T KAP1 phos
Cc1cccc(C(=O)OC(C)C(=O)NC(=O)NC2CCCCC2)c1O (configuration not stated),-3%,2%,3%,29%,-1%,0%,-4,?,?,-7%,-2%
CS(=O)(=O)c1ccc2nc(NC(=O)CC3CCCC3)sc2c1,?,6%,7%,3%,-3%,2%,3,5%,-11%,-4%,8%
S=C(Nc1ccccn1)NC1CCCC1,-1%,6%,-20%,0%,-2%,1%,-7,-14%,-10%,-1%,5%
Cc1ccsc1/C=N/Nc1ncnc2nc[nH]c12,?,10%,-5%,-12%,-3%,-10%,-2,-9%,?,3%,4%
COc1cc2c(cc1OC)C(c1ccccc1)NC(C)(C)C2 (configuration not stated),13%,-2%,-10%,2%,-3%,17%,5,3%,-3%,0%,-1%
N#Cc1cc(Oc2cccc3cccnc23)c(-n2nnc3ccccc32)cc1C#N,?,1%,-64%[inhibitor],-6%,-6%,-8%,-34,-7%,7.9µM*,-1%,0%
O=Cc1nc(-c2ccc(Cl)cc2)n2ccccc12,1%,1%[46.1 µM],1%,-5%,-4%,0%,-6,2%,?,92%[activator],-2%
COc1ccc2oc3ccccc3c(=O)c2c1,-11%,-5%,0%,8%,?,5%,10,0%,-10%,220%[activator],-2%
O=C(Cn1ccsc1=NC(=O)c1ccco1)c1ccccc1,20%,8%,-8%,-4%,-1%,2%,-3,-1%,-2%,5%,0%
NS(=O)(=O)c1ccc(NS(=O)(=O)c2cccs2)cc1,2%,-5%,-16%,16%,-7%,1%,-16,10%,1%,-2%,/
Cc1cc(C(=O)CSc2nnc(-c3ccccc3)o2)c(C)n1CC1COc2ccccc2O1 (configuration not stated),-30%,0%,-15%,-3%,-3%,1%,34,-1%,9%,-1%,8%
CC1CCCC(C)N1C(=O)COC(=O)CCC1CCCC1 (configuration not stated),-1%,1%,-29%,17%,0%,-4%,-4,-13%,0%,-3%,-1%
Cc1cc(C)cc(N(CC(=O)NCc2cccnc2)S(C)(=O)=O)c1,-1%,6%,3%,2%,-7%,3%,-8,-1%,0%,0%,5%
CCN(CC)CCNC(=O)C(=O)NCC1OCCN1S(=O)(=O)c1ccc2c(c1)OCCO2 (configuration not stated),5%,4%,-8%,2%,1%,-4%,0,-2%,4%,2%,-3%
COc1ccc(N2CC(C(=O)Nc3ccc(S(=O)(=O)N4CCOCC4)cc3)CC2=O)cc1 (configuration not stated),-7%,-3%,-7%,7%,-2%,1%,-9,6%,1%,-2%,-1%
Cc1ccc(-n2nc3c(=O)n(CCCC(=O)NCC(C)c4ccccc4)nc(C)c3c2C)cc1 (configuration not stated),-26%,1%,-2%,-3%,-9%,0%,-4,?,?,-8%,-7%
CC(=O)Nc1ccc(NC(=O)c2c(C)nn(Cc3ccccc3)c2Cl)cc1,14%,1%,-33%,3%,-1%,-2%,6,1%,?,2%,0%
COc1ccc(C(=O)C2CCN(C(=O)c3ccc(C)cc3)CC2)cc1,0%,2%,-3%,18%,-2%,-10%,-5,0%,4%,1%,-5%
Cc1[nH]nc(SCC(=O)N2CCOCC2)c1[N+](=O)[O-],-11%,1%,-15%,-9%,1%,2%,18,9%,-3%,1%,-3%
Cc1nc(-c2ccc(O)c(O)c2)cs1,?,-2%,-15%,25%,1%,-29%,-3,0%,?,1%,/
O=c1cc(Cn2nnc(-c3ccc(Cl)cc3)n2)nc2sccn12,?,/,-20%,8%,-5%,0%,-9,-5%,0%,-1%,8%
COc1ccc2[nH]c(=O)c(CN(CCO)C(=O)NCc3ccccc3)cc2c1,/,0%,21%,/,-2%,/,/,1%,/,14%,/

# Rows are unselected; overall some 3.2% were active at least once.
